# Salmonella PhoP GFP – PhoP-dependent GFP reporter repression – Salmonella Typhimurium, primary screen (AID 1863) | inhibition, % at 50 µM; hits with a dose series show IC50 in µM | S. Typhimurium PhoP-regulated promoter GFP reporter, 4 h; higher % means a stronger effect | actives 0.16% (n = 300,000);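 active = inhibition over 29.93%, a cutoff 3 SD above the screen mean, later confirmed by dose response; inconclusive = inhibition over 29.93% but no dose response follow-up; inactive = inhibition at most 29.93% or unconfirmed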;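 also: 0% = low Mg2+ inducing control and 100% = high Mg2+ repressing control; strong numbers were not always called active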
# SV40 large T antigen – TAg ATPase/helicase activity blockers – biochemical (AID 1903). inhibition, % at 20 µM, or IC50 in µM where a hit was titrated. SV40 large T antigen ATPase/helicase inhibition assay; higher % means a stronger effect. actives 0.39% (n = 310,000); in the data active = a potency from the dose series; inconclusive = inhibition mostly from about 32% at the one dose, without a potency; inactive = the rest, 99 in 100 with inhibition below about 32%; also: strong numbers were not always called active
# NS5 inhibitors – flavivirus cap methylation enzyme inhibition – biochemical, confirmation dose response, primary screen (AID 588689). Dengue-2 NS5 methyltransferase capping enzyme assay, biochemical; higher % means a stronger effect. one-dose inhibition, % at 25 µM; IC50 in µM for titrated hits. actives 0.3% (n = 340,000); in the data active = a potency from the dose series; inconclusive = inhibition above about 29% without an active follow-up result
# GPR35 antagonists – GPR35 antagonists blocking zaprinast-driven arrestin recruitment, primary screen, imaging, U2OS, beta-arrestin-GFP, zaprinast agonist (AID 2058). U2OS GPR35 beta-arrestin-GFP translocation imaging, zaprinast antagonism; higher % means a stronger effect. one-dose inhibition, % at 10 µM; IC50 in µM for titrated hits. actives 0.052% (n = 290,000);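 active = inhibition of at least 50% with at least 30 cells and total cytoplasm GFP at most 10,000,000; inconclusive = under 30 cells or total GFP of 10,000,000 plus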
# RSV antiviral HEp-2 – RSV antiviral activity via CPE protection, HEp-2 cells, primary 10 µM value included (AID 2391); CPE inhibition, % at 10 µM, or IC50 in µM where a hit was titrated; HEp-2 cells, RSV-induced CPE inhibition; higher % means a stronger effect; actives 0.13% (n = 310,000); in the data active = a potency from the dose series; inconclusive = CPE inhibition mostly from about 23% at the one dose, without a potency; inactive = the rest, 99 in 100 with CPE inhibition below about 21%; also: strong numbers were not always called active
# West Nile virus CPE – inhibition of WNV-induced cytopathic effect – cell-based, CPE readout (AID 1621). CPE inhibition, % at 10 µM; hits with a dose series show IC50 in µM. actives 0.02% (n = 290,000). West Nile virus-infected cells, CPE inhibition; higher % means a stronger effect; in the data active = a potency from the dose series; inconclusive = CPE inhibition mostly from about 3.7% at the one dose, without a potency; inactive = the rest, 99 in 100 with CPE inhibition below about 2.2%; also: strong numbers were not always called active
# LYP phosphatase – PTPN22 lymphoid phosphatase activity blockers – biochemical, fluorescence intensity, uHTS (AID 1779). recombinant LYP phosphatase, fluorescence intensity; higher % means a stronger effect. one-dose inhibition, % at 11.5 µM; IC50 in µM for titrated hits. actives 0.054% (n = 290,000); in the data active = inhibition above about 50%;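 also: plate controls were vehicle with enzyme for no effect and no enzyme for full effect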
# MgcRacGAP inhibition – MgcRacGAP GTPase-activating activity inhibitors, confirmation, biochemical, ADP Hunter fluorescence | MgcRacGAP-stimulated Rac1 GTP hydrolysis, ADP Hunter fluorescence; higher % means a stronger effect; GST-tagged Rac1 F28L mutant substrate | inhibition, % at 30 µM; hits with a dose series show IC50 in µM | actives 0.6% (n = 340,000) | AID 624330;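 active = first-screen hits whose inhibition reached a set limit at any dose in the follow-up dose series; inconclusive = inhibition above the set first-screen limit but never retested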;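 also: fluorescence reports GDP produced by GAP-driven GTP hydrolysis; strong numbers were not always called active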
# ER stress rescue – protection against thapsigargin-triggered cell killing – 384-well, CSM14.1, ATP luminescence, primary screen (AID 1222). CSM14.1 thapsigargin-induced death rescue, ATP luminescence; higher % means a stronger effect. cellular ATP content (survival), % at 20 µM, or EC50 in µM where a hit was titrated. 190,000 tested, under 10 active;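 active = EC50 below 50 µM in the dose-response confirmation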;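 also: death triggered by thapsigargin at about 15 µM added after 2 h compound pretreatment; cell ATP read after overnight thapsigargin exposure of roughly 18 to 22 hours; normalized against plate controls of thapsigargin alone and 5% DMSO vehicle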
# NS5 inhibitors pilot replicate – further read-out of NS5 inhibitors, marked with its call; inhibition, %; measured here: pilot screen replicate inhibition
# * hit, by the source's call; ? = inconclusive; . = no result given.
SMILES,Salmonella PhoP GFP,SV40 large T antigen,NS5 inhibitors,GPR35 antagonists,RSV antiviral HEp-2,West Nile virus CPE,LYP phosphatase,MgcRacGAP inhibition,ER stress rescue,others
CCOC(=O)C1=C(c2ccccc2)N=C2SCC(=O)N2C1c1ccc(OC)c(OC)c1 (stereo not drawn),-8%,10%,-10%,4%,0.1%,0.7%,1%,5%,-2.7%,
O=C(Nc1ncnc2sc3c(c12)CCCC3)c1ccncc1,6%,9%,-3%,7%,-1.9%,-1.0%,-5%,0%,2.8%,
CN(CCc1ccccn1)C1CCCN(S(=O)(=O)c2ccccc2)C1 (stereo not drawn),-8%,26%,-1%,-1%,1.6%,-0.4%,-6%,-8%,.,
COc1ccc(OC)c(S(=O)(=O)NCc2ccccn2)c1,-2%,9%,2%,3%,0.7%,1.2%,-2%,10%,.,NS5 inhibitors pilot replicate=0.3
CCOC(=O)C1CCCN(C(=O)c2cc3c(=O)n4ccccc4nc3s2)C1 (stereo not drawn),-2%,20%,6%,-6%,1.0%,0.0%,-15%,1%,.,
Cc1ncsc1C(=O)Nc1cccc(C(F)(F)F)c1,.,1%,-4%,4%,2.7%,-1.0%,-6%,6%,.,
COc1ccc(CNC(=O)CSc2nc(SC)ns2)cc1,2%,8%,2%,-11%,2.4%,0.1%,-3%,12%,.,
CCN(CC)C(=O)Cn1cc(S(=O)(=O)CC(=O)NCc2ccc3c(c2)OCO3)c2ccccc21,0%,8%,-3%,-6%,1.4%,-0.3%,-5%,-13%,-0.1%,
Cc1occc1-c1nnc(SCC(=O)c2ccccc2)n1CC1CCCO1 (stereo not drawn),-4%,63%,2%,4%,0.4%,-0.1%,0%,15%,2.9%,
COc1ccc(C2=C(C=Nc3c(C)n(C)n(-c4ccccc4)c3=O)C(c3ccccc3C)c3ccccc3O2)cc1OC (stereo not drawn),8%,7%,-3%,-11%,1.6%,-0.1%,13%,10%,0.7%,
CCOC(=O)c1sc(NC(=O)c2cc3n(n2)C(C(F)(F)F)CC(c2ccccc2)N3)c(C(=O)OCC)c1C (stereo not drawn),-11%,11%,0%,7%,0.6%,0.8%,-7%,1%,0.7%,
COc1ccc(C(=O)CN2CCN(S(=O)(=O)c3cccc([N+](=O)[O-])c3)CC2)cc1OC,15%,15%,-3%,-12%,0.2%,-0.4%,-4%,3%,0.1%,
O=[N+]([O-])c1ccc(NCCCNS(=O)(=O)c2ccc(Cl)cc2)c(Cl)c1,-6%,10%,-1%,8%,?,.,2%,9%,3.4%,
CCc1nc(Nc2cc(OC)ccc2OC)c2oc3ccccc3c2n1,-1%,7%,-3%,-14%,3.2%,-0.6%,-7%,16%,.,
Cc1ccc(CNC(=O)C(c2ccccc2)c2ccccc2)cc1,-1%,12%,4%,-1%,0.3%,-0.2%,-6%,7%,.,
O=C(Nc1cccc(O)c1)c1cc(-c2cccs2)on1,-7%,10%,-7%,7%,0.9%,-0.2%,-4%,4%,.,
Cc1cccc2sc(NC(=O)CNS(=O)(=O)c3ccc(Br)s3)nc12,-1%,11%,-2%,6%,0.3%,0.0%,9%,1%,-2.5%,
Cc1cccc2cc3cccc(C)c3nc12,-4%,5%,-3%,-3%,0.0%,0.2%,-5%,7%,.,
C=CCn1c(SCC(=O)CC(=O)OCC)nc2cc(C(=O)N3CCC(C(N)=O)CC3)ccc2c1=O,-9%,4%,6%,6%,0.0%,-0.1%,5%,-9%,-4.1%,
O=C(CNC1CCN(Cc2ccccc2)CC1)Nc1ccc(S(=O)(=O)N2CCCCC2)cc1,-9%,3%,-14%,5%,-2.3%,-0.2%,-8%,5%,.,
Cc1cc(Cl)ccc1OCCCC(=O)NNC(=O)c1ccccc1O,0%,2%,0%,.,2.9%,.,.,6%,.,
Cc1c(C(=O)OCC(=O)Nc2ccc(N3CCOCC3)cc2)oc2ccccc12,4%,10%,4%,.,1.1%,.,.,8%,.,
O=C(/C=C/c1ccccc1)Oc1cccc2cccnc12,-7%,6%,-1%,10%,.,-0.2%,-2%,-8%,.,
O=C(Nc1ccc(Cl)cc1)c1cccc(NC2=NC3CS(=O)(=O)CC3S2)c1 (stereo not drawn),.,2%,-6%,6%,0.3%,1.5%,-8%,2%,.,
Cc1ccc(S(=O)(=O)N2CCN(CCO)CC2)cc1-c1nnc2c3ccccc3c(C)nn12,.,.,-3%,.,>50µM*,0.0%,.,5%,.,
COc1ccccc1CCC(=O)OCC(=O)Nc1ccc2[nH]c(=O)[nH]c2c1,-5%,13%,3%,.,-1.1%,.,.,2%,.,
COc1ccc(-c2nnc(N(C)C(=O)C3CCCO3)s2)cc1 (stereo not drawn),2%,6%,10%,-2%,0.5%,0.0%,2%,15%,-4.6%,
COc1ccc(/C=C2\Sc3ccc(C(=O)NCC4CCCO4)cc3N(C)C2=O)cc1 (stereo not drawn),4%,10%,6%,0%,2.7%,0.3%,-9%,10%,.,
CCCC(=O)Nc1ccc(OCC(O)CNC(C)C)c(C(C)=O)c1 (stereo not drawn),0%,6%,4%,-15%,-1.1%,-0.1%,-4%,0%,-1.6%,
COc1ccccc1-c1nn2c(C3COc4ccccc4O3)nnc2s1 (stereo not drawn),-9%,-1%,-15%,6%,7.5%,0.0%,4%,13%,-1.6%,
CN1C(=O)c2ccccc2N(C)C1c1cccc(O)c1 (stereo not drawn),1%,8%,-5%,0%,11%,-1.1%,-16%,9%,.,
COc1ccc(-c2cccc(C3CC=CC4C3C(=O)N(Cc3ccccc3)C4c3ccc(C(F)(F)F)cc3)c2)cc1 (stereo not drawn),-4%,-5%,-3%,7%,-1.1%,-0.2%,-5%,11%,.,
O=S(=O)(NCc1ccccc1)c1ccc(Br)c2nsnc12,.,.,3%,-2%,1.3%,0.8%,-4%,-8%,.,
COCCNC(=O)c1cccc(OC2CCN(Cc3cccc(SC)c3)CC2)c1,12%,5%,.,13%,1.4%,-2.0%,-6%,4%,.,
COc1cccc(CNC(=O)CCCCCNC(=O)N2CCn3c2nc2ccccc23)c1,-2%,10%,-9%,1%,4.0%,-0.2%,-15%,7%,.,
Cc1cc(OCCOCCN(C)CCO)cc(C)c1Cl,9%,3%,1%,23%,-2.4%,-0.1%,-8%,13%,-1.5%,
CCOC(=O)c1ccc[n+](CC(=O)c2ccc(NC(=O)c3ccccc3)cc2)c1,-3%,7%,-13%,-1%,3.8%,0.1%,-9%,-25%,.,
CCCCN1C(=O)C2NN=C(C(=O)OCC)C2C1=O (stereo not drawn),6%,3%,0%,-3%,0.4%,0.2%,-2%,1%,-1.1%,
CCCNC(=O)CSc1nnc(-c2ccccc2Br)n1-c1cccc(C(F)(F)F)c1,5%,0%,0%,0%,2.4%,-1.7%,0%,17%,-1.3%,
O=C(N/N=C/c1ccccn1)c1cc(-c2ccccc2)nc2ccccc12,9%,7%,.,-7%,3.6%,-0.4%,0%,.,.,
COc1cccc(CNC(=O)CCC2CCCN(C(=O)c3ccc(C)nc3)C2)c1 (stereo not drawn),.,.,-8%,15%,1.6%,-0.8%,-8%,-8%,0.5%,
C=CCOC(=O)c1c(C)nc2cc3c(cc2c1C)OCO3,21%,7%,4%,-3%,7.6%,-0.7%,0%,11%,11%,
CC(C)Cc1nnc(NC(=O)C2CCN(C(=O)c3ccc(F)cc3)CC2)s1,-9%,11%,-2%,.,1.8%,.,.,2%,.,
CC(C)CC(=O)Nc1cccc2c1C(=O)N(c1ccccc1)C2=O,15%,6%,-9%,10%,1.1%,0.6%,-1%,16%,-2.0%,
COc1ccc(-c2nnn(CC(=O)N(Cc3ccc(F)cc3)C(C(=O)NC3CCCC3)c3ccc(F)cc3)n2)cc1 (stereo not drawn),.,.,0%,.,2.6%,1.3%,.,-3%,.,

# 8 neighbouring entries already listed, quoted:
SMILES,Salmonella PhoP GFP,SV40 large T antigen,NS5 inhibitors,GPR35 antagonists,RSV antiviral HEp-2,West Nile virus CPE,LYP phosphatase,MgcRacGAP inhibition,ER stress rescue,others
CN1C(=O)c2ccccc2N(C)C1c1cccc(O)c1 (stereo not drawn),1%,8%,-5%,0%,11%,-1.1%,-16%,9%,.,
COc1ccc(-c2cccc(C3CC=CC4C3C(=O)N(Cc3ccccc3)C4c3ccc(C(F)(F)F)cc3)c2)cc1 (stereo not drawn),-4%,-5%,-3%,7%,-1.1%,-0.2%,-5%,11%,.,
O=S(=O)(NCc1ccccc1)c1ccc(Br)c2nsnc12,.,.,3%,-2%,1.3%,0.8%,-4%,-8%,.,
COCCNC(=O)c1cccc(OC2CCN(Cc3cccc(SC)c3)CC2)c1,12%,5%,.,13%,1.4%,-2.0%,-6%,4%,.,
COc1cccc(CNC(=O)CCCCCNC(=O)N2CCn3c2nc2ccccc23)c1,-2%,10%,-9%,1%,4.0%,-0.2%,-15%,7%,.,
Cc1cc(OCCOCCN(C)CCO)cc(C)c1Cl,9%,3%,1%,23%,-2.4%,-0.1%,-8%,13%,-1.5%,
CCOC(=O)c1ccc[n+](CC(=O)c2ccc(NC(=O)c3ccccc3)cc2)c1,-3%,7%,-13%,-1%,3.8%,0.1%,-9%,-25%,.,
CCCCN1C(=O)C2NN=C(C(=O)OCC)C2C1=O (stereo not drawn),6%,3%,0%,-3%,0.4%,0.2%,-2%,1%,-1.1%,

# Next part:
SMILES,Salmonella PhoP GFP,SV40 large T antigen,NS5 inhibitors,GPR35 antagonists,RSV antiviral HEp-2,West Nile virus CPE,LYP phosphatase,MgcRacGAP inhibition,ER stress rescue,others
CCOC(=O)c1ncn2c1[C@@H]1CCNC1C(=O)c1cc(OC)ccc1-2 (stereo partly drawn),0%,6%,-4%,.,0.2%,.,.,-8%,.,
COC1CCCCC1Nc1cc(C)cc(C)c1 (stereo not drawn),3%,16%,1%,15%,0.3%,0.0%,-8%,16%,-0.7%,
O=C(/C=C/c1ccco1)Nc1ccc(Oc2ccc(Cl)cc2)cc1,2%,5%,-1%,1%,0.6%,0.7%,-6%,12%,-4.8%,
COc1ccc(/C([O-])=C(/C(=S)Nc2ccc(C)c(C)c2)n2c[n+](C)c3ccccc32)cc1OC,-8%,12%,6%,-4%,-0.1%,1.1%,9%,14%,-0.6%,
O=C1NC(=O)/C(=C\c2ccc(OCc3ccccc3)cc2)S1,12%,2%,-2%,-7%,?,-0.6%,-4%,8%,.,
O=C(CN(Cc1ccccc1)C(=O)CCC(=O)Nc1ccccn1)NCc1ccco1,4%,2%,.,-5%,0.9%,0.3%,-2%,0%,-2.5%,
COc1cc(CC(=O)Nc2ccc(S(=O)(=O)Nc3ncccn3)cc2)cc(OC)c1OC,0%,6%,0%,11%,0.9%,0.4%,-7%,3%,1.1%,

# Screening results as filed in PubChem.
